PKM2 act – increases activity of human pyruvate kinase M2; P14618; purified PKM2, Kinase-Glo ATP luminescence, activation; response scale: 0% is enzyme alone, no compound; 260,000 tested, 0.34% active; Potency, µM (doses to about 57.5 µM), without a hit: at the top dose activation, hits mostly activators; AID 1631; note: potency is the fitted concentration of half-maximal effect; % is set by controls: 0 for no effect and ±100 for the full control effect; nearly all actives have a fitted effect of over 55% in size
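Purified hPK-M2 (>95%) run at intermediate activity with 0.1 mM ADP and 0.5 mM PEP in 50 mM imidazole pH 7.2, KCl, MgCl2; 1 h room temperature. ATP formed read by Kinase-Glo luminescence; normalized to uninhibited and no-enzyme controls.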
Gal4-VP16 FLuc – inhibits Gal4-VP16 luciferase reporter, ROR gamma counter-screen; Drosophila S2 Gal4-VP16 UAS-luciferase, luminescence, 20 h; Potency, µM (highest dose often 53.6 µM), for the others: at the top dose activity, negative = inhibition, hits mostly inhibitors; AID 2546; 310,000 tested, 3.5% active;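 note: Gal4-VP16 expression switched on by copper sulfate through the metallothionein promoter; potency is the fitted concentration of half-maximal effect; % is set by controls: 0 for no effect and ±100 for the full control effect; nearly all actives have a fitted effect of over 50% in size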
NPC1 promoter act – activators of NPC1 promoter; Huh7 NPC1 promoter luciferase reporter, 24 h; Potency, µM (doses to about 9.22 µM), for inactives: at the highest dose activation, actives largely listed as activators; 320,000 tested, 2.4% active;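 note: potency is the fitted concentration of half-maximal effect; % of control where 0% means no effect; nearly all actives have a fitted effect of over 60% in size; reporter is driven by a mutant NPC1 promoter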
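Quantitative HTS used a cell-based reporter: Huh7 cells stably bearing the NPC1 promoter upstream of luciferase were treated with compounds for 24 h, and promoter activation was read as luminescence.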
Giardia killer – Giardia lamblia killing. Giardia lamblia trophozoite viability. activity change, % at 7.66 µM, hits read low. 340,000 tested, 0.15% active; in the data active = activity change below about -80%; inconclusive = between about -30% and that limit;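 note: parasites exposed to compound for two days anaerobically before the ATP read; % is set by controls: 0 for no effect and ±100 for the full control effect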
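Luminescence from cellular ATP indicates surviving trophozoites (100 cells/well) following 48 hrs anaerobic compound treatment at 37 deg C; signal develops 15-30 min at room temperature.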
ELG1 genotox – genotoxicity induction in ELG1-luciferase HEK293T cells | Potency, µM (highest dose often 46 µM), for the others: at the top dose activity change, positive = activation, actives largely listed as activators | AID 504466 | 330,000 tested, 1.3% active | HEK293T ELG1-luciferase reporter, luminescence, 16 h; note: potency is the fitted concentration of half-maximal effect; % of control where 0% means no effect; nearly all actives have a fitted effect of over 60% in size
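HEK293T cells expressing luciferase-tagged ELG1 were exposed to compound or DMSO vehicle for 16 hr at 37 °C and 5% CO2. Luciferase activity was then measured with ONE-Glo after 30 min at room temperature.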
p53 reactivation – mutant p53 re-activation in reporter cells. H1299 p53-A138V BP100-luciferase reporter, luminescence, 24 h. Potency, µM (titrated, usually from 92.2 µM), without a hit: top-dose activity change, positive = activation, hits mostly activators. 320,000 tested, 0.063% active. AID 504706; note: potency is the fitted concentration of half-maximal effect; % of control where 0% means no effect; nearly all actives have a fitted effect of over 45% in size
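p53-null H1299 cells stably carrying temperature-sensitive p53-A138V and a BP100-luciferase reporter were pinned with compounds (4-point, 1:5 series) and held 24 hrs at 37 deg C. Luminescence was read 10 min after detection reagent.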
BRCA1 expr up – increases BRCA1 expression | MCF7-BRCA1-FFLuc reporter, luminescence, 48 h; response scale: scaled: vehicle 0%, 10 µM genistein 100% | Potency, µM (doses to about 46.1 µM), for inactives: at the top dose activation, usual class: activators | 380,000 tested, 1.1% active; note: potency is the fitted concentration of half-maximal effect; nearly all actives have a fitted effect of over 80% in size; some results filed as inactive show a strong effect at the top dose
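48 h compound treatment of MCF7-BRCA1-FFLuc cells (phenol-red free MEM, 37 °C), then 15 min with luciferase substrate and luminescence imaging.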
FLuc counter – inhibits or activates purified firefly luciferase, miR-21 counter-screen | purified FLuc, Km substrates, luminescence inhibition | 360,000 tested, 6.9% active | P08659 | Potency, µM (series often up to 57.5 µM), for inactives: at the top dose activity change, negative = inhibition, usual class: inhibitors;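 note: potency is the fitted concentration of half-maximal effect; plate controls were vehicle for no effect and reference inhibitor for full effect; nearly all actives have a fitted effect of over 55% in size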
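Purified P. pyralis luciferase, 10 nM final, with Km-level 10 uM D-luciferin and 10 uM ATP in 50 mM Tris acetate pH 7.5, 10 mM Mg acetate, 0.01% Tween-20, 0.05% BSA; 6-point qHTS titration about 60 µM downward; luminescence read.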
RORgamma inh – blocks mouse ROR gamma transcriptional activity. Drosophila S2 Gal4-RORgamma UAS-luciferase reporter, 20 h. Potency, µM (series often up to 53.6 µM), for the others: top-dose activity change, negative = inhibition, most hits filed as inhibitors. 310,000 tested, 5.4% active. AID 2551; note: potency is the fitted concentration of half-maximal effect; % is set by controls: 0 for no effect and ±100 for the full control effect; nearly all actives have a fitted effect of over 60% in size
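Luminescence from a UAS-regulated Photinus luciferase reporter in stably transfected Drosophila Schneider cells is measured; decreased signal marks ROR gamma inhibition. Fusion expression is induced by 700 uM copper sulfate for 20 hr.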
Menin MLL FP TR – inhibitors of human menin-MLL interaction, mutant MLL peptide | O00255 | Menin + Texas Red MLL mutant peptide, fluorescence polarization | Potency, µM (series often up to 61.6 µM), for inactives: top-dose FP activity change, negative = inhibition, most hits filed as inhibitors | 270,000 tested, 0.23% active | AID 1768; active = well fitted inhibition curve with a large enough effect in the polarisation, with a control signal flat, not every such curve was filed as active; inconclusive = small, poorly fitted or top-dose-only effect, or effect the other way, or a change in a side signal; inactive = no such curve, though single readings can be large or run the other way; the % refers to the polarisation; note: potency is the fitted concentration of half-maximal effect; % of control where 0% means no effect; many of its hits are not listed in these tables
Target sequence (O00255 whole entry, looked up): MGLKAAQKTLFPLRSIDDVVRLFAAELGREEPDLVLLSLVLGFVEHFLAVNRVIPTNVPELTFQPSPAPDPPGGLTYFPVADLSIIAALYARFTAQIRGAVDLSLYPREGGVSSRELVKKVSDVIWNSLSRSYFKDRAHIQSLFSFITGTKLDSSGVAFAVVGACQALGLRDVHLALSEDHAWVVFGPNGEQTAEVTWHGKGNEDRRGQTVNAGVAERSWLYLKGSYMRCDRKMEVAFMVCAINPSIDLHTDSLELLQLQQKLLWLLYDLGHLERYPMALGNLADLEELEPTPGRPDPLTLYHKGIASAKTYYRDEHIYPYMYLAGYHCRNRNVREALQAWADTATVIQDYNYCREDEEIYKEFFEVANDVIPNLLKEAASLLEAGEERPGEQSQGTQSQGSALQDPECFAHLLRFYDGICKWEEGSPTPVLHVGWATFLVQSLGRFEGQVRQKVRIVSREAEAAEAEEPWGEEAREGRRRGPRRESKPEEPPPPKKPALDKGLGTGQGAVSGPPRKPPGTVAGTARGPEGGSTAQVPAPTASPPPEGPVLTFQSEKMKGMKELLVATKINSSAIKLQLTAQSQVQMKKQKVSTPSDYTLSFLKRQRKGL
Rab9 promoter act – activates the Rab9 promoter; Potency, µM (doses to about 9.22 µM), for inactives: at the highest dose activation, negative = inhibition, most hits filed as activators; 320,000 tested, 2.8% active; Huh7 Rab9 promoter-luciferase reporter, luminescence, 24 h; note: potency is the fitted concentration of half-maximal effect; % of control where 0% means no effect; nearly all actives have a fitted effect of over 60% in size
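Steps: seed 1500 Huh7 Rab9-luc cells per well, rest 2 h at 37 °C; add compound in DMSO; incubate 24 h; add luciferase reagent, 10 min ambient; read luminescence.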
* = called active by the depositor; ? = inconclusive; / = no result given; & = joins results of further samples; [ ] = another dose, or the depositor's remark. Unless noted, calls come from the whole dose curve; as a rule, active = well fitted curve in the direction sought with a large enough effect; inconclusive = small, poorly fitted or top-dose-only effect, or another doubt; inactive = no such curve, though single readings can be large; an effect the other way counts as inactive or inconclusive.

no. | SMILES | PKM2 act | Gal4-VP16 FLuc | NPC1 promoter act | Giardia killer | ELG1 genotox | p53 reactivation | BRCA1 expr up | FLuc counter | RORgamma inh | Menin MLL FP TR | Rab9 promoter act
1 | CCN(c1ccccc1)S(=O)(=O)c1cc(C(=O)Oc2ccc3c(C)cc(=O)oc3c2)ccc1C | 2% | 26% | 2% | -30 | 3% | 0% | -9% | 4% | -15% | -3% | 2%
2 | C/C(CC(C)C)=N\Nc1ccc(S(N)(=O)=O)cc1[N+](=O)[O-] | -2% | -12% | -1% | -10 | -4% | 12% | 0% | -5% | -17% | -2% | -3%
3 | COc1cccc(/C=N/NC(N)=S)c1OS(=O)(=O)c1ccccc1 | 1% | ? | 1% | 18 | 0% | -10% | -11% | 1% | ? | 14% | -1%
4 | CS(=O)(=O)Oc1ccc2c(c1)O/C(=C\c1cccnc1)C2=O | -4% | 9% | -4% | -4 | 2% | 4% | 3% | -14% | -4% | / | 2%
5 | Cc1ccnc(NC(=O)C2CCN(S(=O)(=O)c3cccc4nsnc34)CC2)c1 | -1% | -6% | 0% | -3 | -26% | -8% | -25% | 4% | 25% | 10% | -7%
6 | CC(C)(C)C(=O)Nc1ccc(C(=O)N/N=C/c2ccccc2OC(=O)c2ccccc2)cc1 | 1% | ? | 0% | 13 | -2% | 4% | -67% | -20% | 6.3µM* | 4% | -1%
7 | CC(C)(C)NC(=O)CCCCCCCC(=O)NC(C)(C)C | -12% | -21% | -2% | 41[activator] | -2% | 0% | 13% | 0% | -13% | 8% | -10%
8 | Cc1ccc(NC(=O)CNC(=O)COc2ccccc2)nc1 | / | / | -2% | 6 | 1% | 3% | -24% | 4% | / | / | 2%
9 | CCN(CC(=O)Nc1cc(Cl)ccc1C)C(=O)CCS(=O)(=O)c1ccc(C)cc1 | / | / | -4% | -8 | -4% | -12% | -40% | 4% | / | / | 0%
10 | CCCCCCCCOc1ccc(C2OC34CCCCC3C(C#N)(C#N)C2(C#N)C(=N)O4)cc1 (stereo not drawn) | 1% | -9% | -5% | -1 | 3% | 11% | 22% | -11% | -6% | ? | -1%
11 | O=C(NCC1CCCO1)c1ccc2c(c1)N(Cc1ccc(F)cc1Cl)C(=O)CS2 (stereo not drawn) | / | 1% | -2% | 13 | 0%[9.26 µM] | -8% | -25% | -2% | -8% | -1% | -3%
12 | O=C(O)CCC(=O)N(Cc1ccco1)c1nc(-c2ccccc2)cs1 | -3% | 0% | 2% | -18 | -1% | -4% | 14% | ? | 10%[10 µM] | -8% | -1%
13 | Cc1sc2ncn3ncnc3c2c1C | 1% | -3% | -3% | -2 | -35%[inhibitor] | -11% | 7% | -1% | 0% | ? | -8%
14 | CCN1C(=O)/C(=C2/C=CC=CN2C)OC1=S | -10% | -3% | -3% | 5 | 5% | 4% | 0% | -2% | -17% | 1% | -1%
15 | O=C(NC1CC1)C1CCN(C2CCN(Cc3ccccc3C(F)(F)F)CC2)CC1 | / | 1% | 0% | -7 | -1% | 13% | -2% | -1% | -3% | / | 2%
16 | COc1ccc(CN(C)CC2CCCN(CCc3ccc(Cl)cc3)C2)cc1OC (stereo not drawn) | 5% | 2% | 0% | -4 | -5% | -8% | -25% | -1% | 1% | -18% | -6%
17 | O=C(c1ccc(S(=O)(=O)Nc2ccc(F)cc2)cc1)N1CCN(c2ccccn2)CC1 | 0% | ? | -6% | 38[activator] | -15% | -3% | 15% | -5% | -17% | -5% | -10%
18 | Cc1ccc(S(=O)(=O)N2CCN(S(=O)(=O)N3CCOCC3)CC2)cc1 | -2% | 4% | -3% | 0 | 8% | 6% | 10% | 0% | -2% | 1% | -1%
19 | Cc1cs/c(=N/C(=S)Nc2ccccc2)n1C | -1% | 10µM* | 1.1µM* | ? | 2.9µM* | / | ? | 4.8µM* | 1.6µM* | -25% | 1.6µM*
20 | CC(C)C(C(=O)NC1CCCC1)N(Cc1ccco1)C(=O)CNS(=O)(=O)c1ccccc1 (stereo not drawn) | -1% | 5% | 0% | -4 | -16% | 9% | -6% | 2% | -14% | -11% | -5%
21 | CN(C(=O)CN1C(=O)CCSc2ccc(S(=O)(=O)N3CCCC3)cc21)c1ccccc1 | / | -3% | 1% | 4 | -1% | -4% | -24% | 1%&1% | 31% | / | -2%
22 | COc1ccc(CC(=O)Nc2nc(-c3ccc(F)c(F)c3)cs2)cc1OC | 0% | 16µM* | -21% | -4 | -17% | -9% | -47% | 5% | ? | 62%[activator] | -33%[inhibitor]
23 | CCOC(=O)c1cnc2ccc(C(=O)OC)cc2c1Nc1cccc(C(=O)O)c1 | -33% | 0% | -5% | -8 | -1% | -2% | 1% | -16% | -2% | -8% | 0%
24 | Cc1ccc(C(=O)NC(=S)NNC(=O)CC#N)cc1 | -2% | 3% | -3% | 1 | 2% | 16% | -9% | ? | 10µM* | 23% | -5%
25 | COc1cccc(/C=C2\SC(=S)N(N3CCOCC3)C2=O)c1OC | -11% | -3% | -2% | 4 | ? | ? | 3% | 17µM* | 26% | -10% | -3%
26 | CCC(C)c1ccc(NC(=S)NCc2cccs2)cc1 (stereo not drawn) | 0% | 11µM* | 5% | 7 | 2% | ? | 33% | ? | 7.1µM* | 32%[activator] | 6%
27 | COc1ccc(OC)c(CN2CCC(C(=O)N3CCOCC3)CC2)c1 | 1% | -12% | -3% | -10 | 0% | -5% | -1% | 0% | -14% | 3% | -2%
28 | Cc1ccc(CC(CC(=O)O)C(=O)NC2CCCCC2)cc1 (stereo not drawn) | 3% | -1% | -4% | 13 | 9% | 4% | 2%[1.84 µM] | 6% | 22% | 15% | 5%
29 | CCn1c(SCC(=O)NC2CCCC2)nnc1-c1ccncc1 | -2% | 5% | 0% | -14 | 1% | 3% | 14% | 2% | -28% | 12% | 0%
30 | C/C(=C\CCC1(C)C2CC3C(C2)C31C)C(=O)O (stereo not drawn) | 10% | -1% | -3% | -13 | 0% | -1% | -9% | 5% | -10% | / | 0%
31 | O=C(NCc1ccco1)C1CC(=O)N(c2ccc(F)cc2)C1 (stereo not drawn) | -6% | / | -1% | 2 | -4% | 6% | -7% | -1% | -8%[0.365 µM] | 2% | -3%
32 | CCC(CC)C(=O)Nc1nnc(SCC(=O)NC2CC2)s1 | 4% | -9% | -4% | -19 | 15% | -1% | 10% | 1% | 11% | 1% | -1%
33 | COc1ccc2[nH]c3c(c2c1)CCn1c-3nc2sc(C(=O)Nc3ccccc3)c(C)c2c1=O | 6% | ? | -2% | / | ? | 8% | / | -2% | 29%[10 µM] | -17% | 4%
34 | CCOC(=O)c1cc2c(nc1NC(=S)NCc1ccccc1)CCCC2 | 8% | 3.5µM* | ? | -3 | ? | ? | 4.5µM* | ? | 6.3µM* | -1% | ?
35 | Cc1cc(C)c(NC(=O)CSc2nnc(CNC(=O)c3ccccc3F)o2)c(C)c1 | / | 5% | 3% | -12 | 1% | -5% | 7% | 0% | 2% | / | -2%
36 | O=C(O)C1CC=CCC1C(=O)Nc1cccc([N+](=O)[O-])c1 (stereo not drawn) | 3% | -5% | -8% | -1 | -1% | 1% | -10% | 0% | 3% | -16% | -3%
37 | O=S(=O)(N1CCCCC1)N1CCN(S(=O)(=O)N2CCCCC2)CC1 | -2% | 10% | / | 9 | / | / | 4% | 5% | -10% | 17% | /

In the list so far, these contain a Cl atom.
no. | SMILES | PKM2 act | Gal4-VP16 FLuc | NPC1 promoter act | Giardia killer | ELG1 genotox | p53 reactivation | BRCA1 expr up | FLuc counter | RORgamma inh | Menin MLL FP TR | Rab9 promoter act
9 | CCN(CC(=O)Nc1cc(Cl)ccc1C)C(=O)CCS(=O)(=O)c1ccc(C)cc1 | / | / | -4% | -8 | -4% | -12% | -40% | 4% | / | / | 0%
11 | O=C(NCC1CCCO1)c1ccc2c(c1)N(Cc1ccc(F)cc1Cl)C(=O)CS2 (stereo not drawn) | / | 1% | -2% | 13 | 0%[9.26 µM] | -8% | -25% | -2% | -8% | -1% | -3%
16 | COc1ccc(CN(C)CC2CCCN(CCc3ccc(Cl)cc3)C2)cc1OC (stereo not drawn) | 5% | 2% | 0% | -4 | -5% | -8% | -25% | -1% | 1% | -18% | -6%

Printed as active in NPC1 promoter act (from the list above):
item	molecule	NPC1 promoter act	p53 reactivation	BRCA1 expr up	RORgamma inh	Menin MLL FP TR
19	Cc1cs/c(=N/C(=S)Nc2ccccc2)n1C	1.1µM*	/	?	1.6µM*	-25%

Screens: PubChem, National Center for Advancing Translational Sciences (NCATS)

The list is partial; the hit share may differ from the screen's.
